TRPC4 block = blocks the mouse TRPC4 cation channel; Q9QUQ5; HEK293 TRPC4beta/mu-opioid, DAMGO-evoked Fluo4 calcium flux; active compounds read low; B-score at 10 µM; hit rate 0.39% among 300,000; AID 2247;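 active = B-score over 3 SD under the library average, no early fluorescence shift, positive overall ratio signal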
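material = TRPC4beta/mu-opioid receptor HEK293 cell line | probe or stimulus = sequential submaximal and maximal DAMGO stimulation | compound dosing = one concentration per compound | measured by = Fluo4 Ca2+ flux fluorescence | evaluation = integrated fluorescence ratio relative to baseline, converted to per-well B score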
HIF act = HIF pathway transcriptional activation; activation, % at 7.5 µM (by protocol); hit rate 0.32% among 300,000; AID 1910; U2OS HRE-luciferase reporter, luminescence; normalized: DMSO 0%, desferrioxamine 100%;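 active = mean activation of at least 10% of the iron chelator positive control signal, with at least half of replicates also reaching 10%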
TRPC6 inh = mouse TRPC6 channel inhibition; Q61143; HEK293-TRPC6, membrane potential dye, ACh-evoked depolarization; active compounds read low; B-score at 10 µM; hit rate 1.1% among 310,000; AID 2553;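 active = B-score under library mean minus 3 SD, initial fluorescence not abnormally high, positive integrated signal ratio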;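 also: B-score derived from integrated fluorescence ratio over the kinetic read; more negative B-score means stronger inhibition of depolarization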
TRPC4 act = opens the mouse TRPC4 cation channel | B-score at 10 µM | hit rate 0.49% among 310,000 | Q9QUQ5 | HEK293 TRPC4beta/mu-opioid, Fluo4 calcium fluorescence; active compounds read high | AID 2237;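 active = B-score above 5 SD of library B-scores, and initial fluorescence ratio not above library mean plus 5 SD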;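 also: positive B-score marks a calcium rise read as TRPC4 activation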
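System: HEK293 cells stably co-expressing mouse TRPC4beta and mu-opioid receptor; Schedule: Fluo4 dye loading 45 min at room temperature, 110 s recording; Detection: Fluo4 fluorescence, kinetic; Evaluation: B-scored integrated calcium fluorescence ratio; Controls: buffer (low) and maximal DAMGO (high).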
MrgX1 antagonist = antagonists of human MrgX1 receptor; Q96LB2; B-score at 10 µM; MRGX1-HEK293 calcium flux, Fluo-4, BAM8-22 antagonism; active compounds read low; hit rate 1.3% among 310,000;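 active = calcium-response B-score plate-corrected more than 3 library SD below zero, starting fluorescence within 5 deviations, no agonist response on first addition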;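 also: peak minus trough fluorescence over baseline after final BAM8-22 challenge near maximal dose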
Target sequence (Q96LB2 whole entry, looked up): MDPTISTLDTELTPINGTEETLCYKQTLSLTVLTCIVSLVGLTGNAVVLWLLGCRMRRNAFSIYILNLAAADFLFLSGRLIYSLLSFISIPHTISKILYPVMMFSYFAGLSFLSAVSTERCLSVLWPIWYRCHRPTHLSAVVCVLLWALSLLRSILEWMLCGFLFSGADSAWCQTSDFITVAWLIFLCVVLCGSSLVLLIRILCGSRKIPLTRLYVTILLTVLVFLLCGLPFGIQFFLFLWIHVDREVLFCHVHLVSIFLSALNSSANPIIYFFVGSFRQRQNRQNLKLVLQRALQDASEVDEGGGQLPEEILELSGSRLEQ
TRPC6 act = mouse TRPC6 channel activation. Q61143. HEK293-TRPC6 membrane potential dye fluorescence; active compounds read high. B-score at 10 µM. hit rate 0.13% among 310,000;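 active = B-score of the integrated fluorescence ratio above library mean plus 3 SD, and starting fluorescence ratio within library mean plus 5 SD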;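 also: higher score means more depolarization so channel activation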
MrgX1 PAM = allosterically activates human MrgX1 receptor signaling; Q96LB2; MrgX1-HEK293, Fluo-4 calcium flux, FDSS; active compounds read high; B-score at 10 µM; hit rate 0.63% among 310,000;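 active = plate-corrected calcium response at least 3 library SD above typical, normal starting fluorescence, not activating the receptor alone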;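 also: compound read alongside a low EC10 to EC30 dose of BAM8-22 agonist; peak minus trough fluorescence over baseline measured at the second addition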
AI-2 QS modul = modulators of Vibrio harveyi AI-2 quorum sensing system; Vibrio harveyi JMH597 AI-2 luminescence/OD600 ratio, 9 h; active compounds read low; strain lacks LuxN and CqsS sensors; 0 = neutral-control median; activity change, % at 7.5 µM; AID 2094; hit rate 0.4% among 300,000; in the data active = activity change below about -75%, passing the limit was not always enough;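 also: luminescence divided by OD600 gain over 9 h not by final OD600 alone; inactives centre near 13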
PolyA inhibitor = blocks polyadenylation in yeast reporter cells; calls only at 12 µM; S. cerevisiae SKY197-pL101 polyadenylation reporter, beta-gal luminescence; efflux-impaired pdr1/pdr3 knockout yeast; score 100 = 6 SD above DMSO; hit rate 0.02% among 300,000;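 active = lowest replicate activity score at least 50, where 100 means six control SD above control mean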;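 also: yeast exposed to compound for 9 h at 30 °C; higher score means more reporter readthrough which indicates perturbed polyadenylation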
MrgX1 agonist = human MrgX1 receptor agonism, primary screen; Q96LB2; MrgX1-HEK293 cells, Fluo-4 calcium fluorescence, agonist mode; active compounds read high; B-score at 10 µM; hit rate 0.44% among 310,000;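 active = calcium response B-score plate-corrected fluorescence ratio at least 3 library SD, with starting fluorescence B-score inside 5 SD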
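Test system: Stable human MrgX1 HEK293 cell line | Schedule: Overnight plating before 1 h dye loading | Read-out basis: Baseline-normalised fluorescence change ratio, B-scored | Detection: Kinetic calcium dye fluorescence, Fluo-4 NW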
TRPC4 PAM = allosterically enhances the mouse TRPC4 cation channel; Q9QUQ5; HEK293 TRPC4beta/mu-opioid, DAMGO EC20, Fluo-4 Ca2+ flux; active compounds read high; B-score at 10 µM; hit rate 0.42% among 310,000;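 active = B-score of calcium response area above 5 SD of library B-scores, with initial fluorescence ratio within 5 SD of library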;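 also: B-score of integrated fluorescence ratio over time as area under calcium response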
Numbers without * were called inactive; i = inactive; nt = not tested or not shown. This is a subset; the hit share may differ from the screen's.

SMILES | TRPC4 block | HIF act | TRPC6 inh | TRPC4 act | MrgX1 antagonist | TRPC6 act | MrgX1 PAM | AI-2 QS modul | PolyA inhibitor | MrgX1 agonist | TRPC4 PAM
CCOCCCNC(=O)C(c1ccccc1)N(Cc1ccc2c(c1)OCO2)C(=O)c1ccccc1O (stereo unspecified) | i | -0.7 | i | i | i | i | i | 36 | i | i | i
Cc1c(CNCC(C)c2ccccc2)c(C(=O)O)c(C)n1Cc1ccccc1 (stereo unspecified) | i | -1.0 | i | i | i | i | i | 4 | i | i | i
COCCNc1nnc(SCC(=O)NC(=O)c2ccccc2OC)s1 | i | 0.0 | i | i | i | i | i | 18 | i | i | i
O=C(NNC1=NS(=O)(=O)c2ccccc21)c1ccc([N+](=O)[O-])cc1 | i | -0.3 | i | i | i | i | i | 21 | i | i | i
Cc1nc(-c2ccccc2)sc1C(=O)O | i | 0.4 | i | i | i | i | i | 27 | i | i | i
COc1ccc(NC(=O)CN2CCN(c3c(C)cc(C)cc3C)CC2)cc1 | i | -0.7 | i | i | i | i | i | -6 | i | i | i
CSc1nc(/C=C2\C=Nc3ccccc32)c(O)n1C | i | 0.9 | i | i | i | i | i | 6 | i | i | i
CCN(CCCNC(=O)CNC(=O)c1nn(-c2ccc(OC)c(OC)c2)c(=O)c2ccccc12)c1ccccc1 | i | 0.0 | i | i | i | i | i | -1 | i | i | i
COc1cc(NC(=O)CCC2CCCC2)cc(-n2cnnn2)c1 | i | -0.3 | i | i | i | i | i | 11 | i | i | i
O=C1C=C(O)c2cccc3cccc1c23 | i | 0.0 | i | i | i | i | i | 56 | i | i | i
O=C(CCC1CCCCC1)NCCN1CCOCC1 | i | 0.5 | i | i | i | i | i | 10 | i | i | i
COC(=O)c1sccc1NC(=O)Nc1ccc(OC)c(OC)c1 | i | -0.1 | i | i | i | i | i | 16 | i | i | i
CCN(C(=O)c1ccccc1Cl)c1ccccc1 | i | -0.1 | i | i | i | i | i | 7 | i | i | i
CCOC(=O)/C(C#N)=C\N(C)C | i | 0.8 | i | i | i | i | i | 15 | i | i | i
CCOC(=O)C1CCCN(Cc2cn[nH]c2-c2ccc(F)cc2F)C1 (stereo unspecified) | i | -0.3 | i | i | i | i | i | 9 | i | i | i
Cc1[nH]c2ccccc2c1SCc1nnc(SCc2ccccc2)n1C | i | 0.0 | i | i | i | i | i | -3 | i | i | i
CO/N=C/c1ccc(Oc2ccc([N+](=O)[O-])cc2[N+](=O)[O-])c(OC)c1 | i | 1.0 | i | i | i | i | i | 41 | i | i | i
O=C(c1ccc(F)cc1F)N(Cc1ccccn1)Cc1ccco1 | i | 0.6 | i | i | i | i | i | nt | i | i | i
CC1=C(C)CC(C(=O)Nc2cccc(Cl)c2)C(C(=O)O)C1 (stereo unspecified) | i | -0.3 | i | i | i | i | i | 9 | i | i | i
O=C(Oc1cc2oc(=O)c3c(c2cc1Cl)CCCC3)c1cccs1 | i | -0.1 | i | i | i | i | i | 41 | i | i | i
CSc1ccc(C(=O)C2CCCN(C(=O)c3cccc(N4CCOCC4)c3)C2)cc1 (stereo unspecified) | i | nt | i | i | i | i | i | 14 | i | i | i
COc1ccc(/C=C/C(=O)c2ccc(C)c([N+](=O)[O-])c2)cc1O | i | 0.2 | i | i | i | i | i | 13 | i | i | i
CCCOc1ccc(NC(N)=O)cc1OCCC | i | -22 | i | i | i | i | i | 31 | i | i | i
COC(=O)c1c(NC(=O)CN2CCC3(O)CCCCC3C2c2ccc(OC)cc2OC)sc(C)c1C (stereo unspecified) | i | 0.0 | i | i | i | i | i | 20 | i | i | i
COc1cccc(OC)c1C(=O)Nc1ccc(S(=O)(=O)Nc2ncccn2)cc1 | i | -31 | i | i | i | i | i | 8 | i | i | i

Other results:
SMILES | TRPC4 block | HIF act | TRPC6 inh | TRPC4 act | MrgX1 antagonist | TRPC6 act | MrgX1 PAM | AI-2 QS modul | PolyA inhibitor | MrgX1 agonist | TRPC4 PAM
Cc1onc(C(N)=O)c1C(=O)Nc1ncc(C(F)(F)F)cc1Cl | i | -0.2 | i | i | i | i | i | 12 | i | i | i
C=CCn1c2ccccc2n2nc(C)c(=O)nc12 | i | -0.3 | i | i | i | i | i | 24 | i | i | i
CN(C)Cc1c(C(=O)N/N=C/c2ccccc2OCc2ccc(F)cc2)nnn1-c1nonc1N | i | -0.5 | i | i | i | i | i | 33 | i | i | i
O=C(O)C1=C(C(=O)Nc2cccc(C(F)(F)F)c2)CCCC1 | i | 0.2 | i | i | i | i | i | 15 | i | i | i
CCCSc1nnc(CSc2nc3ccccc3s2)n1-c1ccccc1 | i | -0.2 | i | i | i | i | i | 10 | i | i | i
CC(C)COP(=O)(c1ccc(N(C)C)cc1)C(O)c1ccc(N(C)C)cc1 (stereo unspecified) | i | -0.7 | i | i | i | i | i | 7 | i | i | i
O=C(NCCCn1ccnc1)c1ccc(F)cc1 | i | -25 | i | i | i | i | i | 5 | i | i | i
CNC(=O)c1ccsc1NC(=O)C1CCN(S(=O)(=O)c2cccs2)CC1 | i | -0.5 | i | i | i | i | i | 15 | i | i | i
COC(=O)c1sccc1Oc1ccc(F)cc1[N+](=O)[O-] | i | -0.2 | i | i | i | i | i | 31 | i | i | i
CC(C)OC(=O)c1cn(-c2ccccc2)nc1-c1ccco1 | i | 1.4 | i | i | i | i | i | 4 | i | i | i
CCCn1c(=O)c2sccc2n2c(CCCC(=O)NC3CCN(Cc4ccccc4)CC3)nnc12 | i | -0.2 | i | i | i | i | i | 29 | nt | i | 16*
CCn1c(C)c(C(C)=O)cc(C#N)c1=O | i | -0.1 | i | i | i | i | i | 6 | i | i | i
Cc1cccc(NC(=O)c2ccc(Cl)c(NC(=O)c3ccncc3)c2)c1C | i | -0.3 | i | i | i | i | i | 17 | i | i | i
COc1ccc(C(=O)NCC(=O)OCC(=O)c2ccc3c(c2)NC(=O)CO3)cc1OC | i | -0.2 | i | i | i | i | i | 54 | i | i | i
C=CCOc1ccc(CN(C)CC(O)COc2cccc3ccccc23)cc1 (stereo unspecified) | i | -9.5 | i | i | i | i | i | nt | i | i | i
Cc1ccc(S(=O)(=O)/N=C(/c2ccccc2)N(C)C)c(C)c1 | i | 0.2 | i | i | i | i | i | 29 | i | i | i
COc1ccc(S(=O)(=O)CC(=O)c2cc(C)c(O)c(C)c2)cc1 | i | -12 | i | i | i | i | i | 29 | i | i | i
CC(=O)c1cc2c(cc1NC(=O)CN1CCOCC1)OCO2 | i | -0.6 | i | i | i | i | i | -1 | i | i | i
CCc1cccc(OCCn2nc(C(=O)O)c3ccccc3c2=O)c1 | i | -0.9 | i | i | i | i | i | -43 | i | i | i
COc1ccc(Cc2noc(CN3CCN(Cc4cccc(Cl)c4)CC3)n2)cc1OC | i | -0.2 | i | i | i | i | i | 13 | i | i | i
COc1ccc(-n2c(SCC(=O)c3c(N)n(C)c(=O)n(C)c3=O)nc3ccccc32)cc1 | i | nt | i | i | i | i | i | 24 | nt | i | i
CCOc1ccc(C2C(C#N)=C(N)N(c3sc4c(c3C#N)CCCC4)C3=C2C(=O)CCC3)cc1 (stereo unspecified) | i | -1.8 | i | i | i | i | i | 27 | i | i | i
CCCCc1cc(=O)oc2cc(OC(C)C(=O)NCCN3CCOCC3)c(Cl)cc12 (stereo unspecified) | i | 0.2 | i | i | i | i | i | 14 | i | i | i
NC1=NC(=O)/C(=C/c2cn(CCC(=O)O)nc2-c2ccc(F)cc2)S1 | i | 0.1 | i | i | i | i | i | 22 | i | i | i
O=C(CN1CCCc2ccccc21)N/N=C/c1ccccc1O | i | 2.7 | i | i | i | i | i | 8 | i | i | i

Carrying on.
SMILES | TRPC4 block | HIF act | TRPC6 inh | TRPC4 act | MrgX1 antagonist | TRPC6 act | MrgX1 PAM | AI-2 QS modul | PolyA inhibitor | MrgX1 agonist | TRPC4 PAM
CC(=O)COc1cccc2ccc(/C=C/c3ccc(Br)s3)nc12 | i | -2.2 | i | i | i | i | i | 10 | i | 38* | i
Cc1cc(C)c2c(=O)n(CC(=O)NC3CCCC3)sc2n1 | i | -0.7 | i | i | i | i | i | 56 | i | 29* | i
COc1ccc(OC)c(N=c2ssnc2Cl)c1 | i | -7.4 | i | i | i | i | i | 22 | i | i | i
CC1=C(C#N)C(c2cccnc2)C2=C(CC(c3ccc(Cl)cc3)CC2=O)N1 (stereo unspecified) | i | 0.1 | i | i | i | i | i | 40 | i | i | i
O=C(Nc1ccccc1)Nc1ccc(F)cc1F | i | 1.5 | i | i | i | i | i | 7 | i | i | i
Cc1[nH]cnc1CSCc1ccc(Cl)cc1 | i | 0.7 | i | i | i | i | i | 19 | i | i | i
CCCCn1nc2cc(C(=O)NCc3ccccc3OC)ccc2c1OCC | i | -1.0 | i | i | i | i | i | 9 | i | i | i
CCOC(=O)C(CC)n1cnc2c(cnn2-c2ccc(Cl)cc2)c1=O (stereo unspecified) | i | 0.1 | i | i | i | i | i | 19 | i | i | i
CC1(C)C2CC[C@]3(C)C(CC=C4[C@@H]5C[C@](C)(CO)CC[C@]5(C(=O)O)CC[C@]43C)[C@@]2(C)CC[C@@H]1O (stereo partly specified) | i | 0.1 | i | i | i | i | i | 8 | i | i | i
Cc1cc2c(cc1S(=O)(=O)CCC(=O)N(C)C1CCCCC1)OCC(=O)N2 | i | -0.4 | i | i | i | i | i | -2 | i | i | i
COc1ccc(CN2CCN(C(=O)CC(C)C)CC2)c2ccccc12 | i | -15 | i | i | i | i | i | 21 | i | i | i
CC1CN(S(=O)(=O)c2cccc(C(=O)OCC(=O)c3cccs3)c2)CC(C)O1 (stereo unspecified) | i | -0.1 | i | i | i | i | i | 20 | i | i | i
CCOC(=O)NCc1ccc2[nH]c(C)cc2c1 | i | -0.1 | i | i | i | i | i | 10 | i | i | i

Single records (already shown). Values in the order: TRPC4 block, HIF act, TRPC6 inh, TRPC4 act, MrgX1 antagonist, TRPC6 act, MrgX1 PAM, AI-2 QS modul, PolyA inhibitor, MrgX1 agonist, TRPC4 PAM
O=C(Oc1cc2oc(=O)c3c(c2cc1Cl)CCCC3)c1cccs1 as listed: i, -0.1, i, i, i, i, i, 41, i, i, i
CSc1nc(/C=C2\C=Nc3ccccc32)c(O)n1C as listed: i, 0.9, i, i, i, i, i, 6, i, i, i
CCc1cccc(OCCn2nc(C(=O)O)c3ccccc3c2=O)c1 as listed: i, -0.9, i, i, i, i, i, -43, i, i, i

Source: PubChem (several laboratories)
